# Screening data deposited in PubChem BioAssay by National Center for Advancing Translational Sciences (NCATS).
# HCV inhibitor: blocks hepatitis C virus; Huh7.5.1 HCVcc-Cre infection, luciferase reporter, 44 h; 340,000 compounds, 3.4% hits; AID 651820; Potency, µM (titrated, usually from 41.8 µM), for inactives: top-dose activity change, negative = inhibition, usual class: inhibitors; note: potency is the fitted concentration of half-maximal effect; % is set by controls: 0 for no effect and ±100 for the full control effect
#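 1,000 cells/well; 4 h culture; + compound; + HCVcc-Cre (~0.5 moi); 44 h; luciferase substrate, RT 15 min; read 15 sec.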
# Pf growth 96h: inhibits malaria parasite growth, 96 h; P. falciparum luciferase reporter growth, 96 h; Potency, µM (doses to about 28.7 µM), without a hit: at the highest dose activity change, negative = inhibition, usual class: inhibitors; 320,000 compounds, 6.9% hits; note: potency is the fitted concentration of half-maximal effect; % is set by controls: 0 for no effect and ±100 for the full control effect
#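 Readout is luminescence from an integrated firefly luciferase in P. falciparum. Red cells, 2% hematocrit and 0.05% parasitemia final, were cultured with compound through two parasite generations (96 hours) at 37 C, 5% CO2.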
# Giardia FBPA inh: inhibitors of Giardia lamblia fructose-1,6-bisphosphate aldolase. A8B2U2. purified Giardia FBPA. Potency, µM (top dose mostly 59.6 µM), for the others: at the highest dose activity, negative = inhibition, most hits filed as inhibitors. 290,000 compounds, 0.71% hits. AID 2451; note: potency is the fitted concentration of half-maximal effect; % is set by controls: 0 for no effect and ±100 for the full control effect; nearly all actives have a fitted effect of over 55% in size
# Target sequence (A8B2U2 whole entry, looked up): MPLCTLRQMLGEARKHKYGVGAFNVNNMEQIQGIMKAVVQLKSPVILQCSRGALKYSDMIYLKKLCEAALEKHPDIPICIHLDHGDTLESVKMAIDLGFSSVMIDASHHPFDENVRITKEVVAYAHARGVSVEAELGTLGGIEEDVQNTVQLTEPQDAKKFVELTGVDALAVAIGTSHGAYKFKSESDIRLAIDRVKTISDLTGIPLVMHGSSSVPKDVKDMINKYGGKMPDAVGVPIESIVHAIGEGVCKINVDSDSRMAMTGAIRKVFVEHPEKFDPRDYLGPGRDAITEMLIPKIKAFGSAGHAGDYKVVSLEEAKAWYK
#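 40 nM FBPA preincubated 10 min at RT with compound (up to 57.5 uM final), then substrate plus GAPDH/TPI/NAD/arsenate coupling and diaphorase/resazurin added. Fluorescence read after 20 min at RT, 525/598 nm.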
# Pf growth 48h: inhibits P. falciparum growth in the first generation, 48 h; P. falciparum luciferase growth in erythrocytes, 48 h; Potency, µM (doses to about 28.7 µM), inactives show at the highest dose activity change, negative = inhibition, usual class: inhibitors; 310,000 compounds, 5.9% hits; AID 504832; note: potency is the fitted concentration of half-maximal effect; % is set by controls: 0 for no effect and ±100 for the full control effect
#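 Compounds are pin-transferred into medium, infected erythrocytes (2% hematocrit, 0.1% parasitemia final) are added, and plates sit one parasite generation at 37 C in 5% CO2. Detection reagent is then added and luminescence measured.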
# CHX counter: counter-screen for Shiga toxin inhibitors: cycloheximide protein synthesis inhibition; 300,000 compounds, 12% hits; max response, %; cell reporter, cycloheximide protein synthesis inhibition counterscreen; in the data active = max response mostly above about 13%, no sharp cut-off; inactive = mostly below about 14%; note: read at 38.3 µM for the half of the compounds with a filed dose; 0% is about no effect
# Shiga toxin inh: inhibitors of Shiga toxin in Vero cells. Vero cells, Shiga toxin protein synthesis inhibition reporter. inhibition, % at 38.7 µM. 290,000 compounds, 9.2% hits. AID 2315; in the data active = inhibition mostly above about 28%, no sharp cut-off; inactive = mostly below about 43%; note: 0% is about no effect
# * marks the source's active call; other numbers are inactive results; i = inactive; u = inconclusive; x = not tested or not shown; & = joins results of further samples; [ ] = remark or other dose. Unless noted, calls come from the whole dose curve; as a rule, active = well fitted curve in the direction sought with a large enough effect; inconclusive = small, poorly fitted or top-dose-only effect, or another doubt; inactive = no such curve, though single readings can be large; an effect the other way counts as inactive or inconclusive.
SMILES	HCV inhibitor	Pf growth 96h	Giardia FBPA inh	Pf growth 48h	CHX counter	Shiga toxin inh
C/C(=N/NC(=O)c1sc(NS(=O)(=O)c2ccccc2)nc1C)c1ccccc1	6%	-30%	-3%	1%	-3	2
COc1ccccc1C1CC(=O)Oc2cc(C)c(Cl)cc21 (stereo not drawn)	12%	x	-7%[89.2 µM]	x	-7	i
Cc1ccc(CN2CCN(CCCn3cccn3)CC2CCO)cc1 (stereo not drawn)	5%	25%	0%	30%[activator]	-3	-7
Cc1ccc(C=Nc2cccnc2N)cc1	17%	-15%	u	2%	19*	13*
COc1ccc(C(=O)CC(=O)C(=O)Nc2cccc(F)c2)cc1	-3%	u	2%	x	19*	50*
CCCN1CCN(CCCNC(=O)CN2C(=O)C(CC)Oc3ccccc32)CC1 (stereo not drawn)	6%	0%	-3%	0%	-4	-6
CC(C)c1cc(C(=O)N2CCCC(Nc3ccc(F)cc3)C2)nc(N)n1 (stereo not drawn)	-2%	9%	x	-7%	-2	3
O=C(Nc1ccccc1)C1CCCN(S(=O)(=O)c2ccc(-n3cnnn3)cc2)C1 (stereo not drawn)	6%	-4%	3%	x	-3	-10
Cc1noc(C)c1S(=O)(=O)N1CCN(c2ccc([N+](=O)[O-])cc2)CC1	-5%	u	x	2%	-4	-6
Cc1cccc(CCNC(=O)CN(C)S(=O)(=O)c2ccc3c(c2)c(=O)n(C)c(=O)n3C)c1	9%	-13%	1%	x	-4	-2
Cc1nc(-c2ccccc2)sc1C(=O)CSc1ccc(Cl)cc1	20%	8%	-3%	2%	-2	-6
COc1ccc(NC(=O)CSc2nc3c(cc2C#N)CN(C)CC3)cc1	-25%	16%	-17%	-1%	13	13
COc1ccc(CC(=O)OCC(=O)c2c(N)n(C)c(=O)n(C)c2=O)cc1OC	15%	u	x	u	x	x
Cc1ccc(C)c(N(CC(=O)NC2CCCC2)C(=O)CCC(=O)Nc2nccs2)c1	-29%	u	6%	-29%	-4	26
COc1cccc(/C=C/c2ccncc2)c1OC	-22%	69%[activator]	-3%	u	7	13
N#CC1(NC(=O)CN2CCN(S(=O)(=O)c3ccccc3F)CC2)CCCC1	19%	11%	3%	13%	-1	-12
COC(=O)C1=C(C)NC(C)=C(C(=O)OC)C1/C=C/c1ccccc1	12%	u	15%	u	-3	-4
Cc1onc(-c2ccccc2)c1C(=O)Nc1sc2c(c1C(N)=O)CCC2	-17%	-2%	-21%	-10%	-4	-6
Cc1ccccc1CS(=O)(=O)Cc1ccc(C(=O)NCCc2ccccc2)o1	-5%	-8%	25%	u	23*	12
CC1CC(C)CN(S(=O)(=O)c2ccc(C(=O)N3CCCC3)cc2)C1 (stereo not drawn)	15%	-4%	x	71%[activator]	6	-12
COc1ccc(OC)c(NC(=O)CNC(=O)Cn2ccc3ccccc3c2=O)c1	u	50%[activator]	-3%	x	-4	-6
COC(=O)C(OC(=O)c1ccccc1)C(C)Br (stereo not drawn)	21%	54%[activator]	x	44%[activator]	x	x
COc1ccc(/C(N)=N/OC(=O)Cc2ccc(OC)c(OC)c2)cc1	u	u	-15%	u	18	26
CCc1ccc(OCC(=O)OC(C)C(=O)Nc2ccc(Cl)cn2)cc1 (stereo not drawn)	8%	-22%	x	u	x	x
Cn1c(SCC(=O)NCC2CCCO2)nnc1-c1ccco1 (stereo not drawn)	6%	-12%	x	1%	x	x
O=C(NCC(=O)N1CCN(C(=O)c2ccccc2)CC1)c1ccc(Cl)cc1Cl	u	-19%	x	-21%	x	x
Cc1nc2ccccc2c(=O)n1/N=C/c1ccco1	13%	u	-7%	35%[activator]	11	13
O=C1NC(=O)N(CCc2ccc(F)cc2)C(=O)/C1=C/C=C/c1ccccc1	u	6%	-5%	16%	7	15
COc1ccc(NC(=O)CN(C)CC(=O)Nc2ccccc2SC)cc1	8%	-10%	u	-3%	-6	-6
O=C(CSCc1ccc(F)cc1)NC1CCCC1	u	u	3%	29%	26*	37*

# Single records, as listed above:
# COc1ccc(OC)c(NC(=O)CNC(=O)Cn2ccc3ccccc3c2=O)c1 reads HCV inhibitor: u; Pf growth 96h: 50%[activator]; Giardia FBPA inh: -3%; Pf growth 48h: x; CHX counter: -4; Shiga toxin inh: -6
# Cc1ccccc1CS(=O)(=O)Cc1ccc(C(=O)NCCc2ccccc2)o1 reads HCV inhibitor: -5%; Pf growth 96h: -8%; Giardia FBPA inh: 25%; Pf growth 48h: u; CHX counter: 23*; Shiga toxin inh: 12

# Further entries
SMILES	HCV inhibitor	Pf growth 96h	Giardia FBPA inh	Pf growth 48h	CHX counter	Shiga toxin inh
Cc1ccc(NC(=O)COC(=O)Cc2ccsc2)cc1S(=O)(=O)N1CCOCC1	31%[activator]	-12%	-1%	7%	-5	12
FC(F)(F)c1ccc(NC2=NCCCS2)cc1	2%	29%	14%	75%[activator]	30*	43*
CC(NC(=O)c1cc2cc(F)ccc2[nH]1)c1ccccc1 (stereo not drawn)	u	u	7%	-4%[0.00184 µM]	1	-4
COc1ccc(OC)c(Nc2nc(-c3sc(C)nc3C)cs2)c1	u	-17%	-15%	15µM*	11	49
CCOC(=O)c1nn(-c2ccc(Br)cc2)cc1C(=O)c1cccc2ccccc12	-27%	48%[activator]	0%	57%[activator]	2	-2
C/C(=N\O)c1ccc(N2C(=O)C3CC=C(Cl)CC3C2=O)cc1 (stereo not drawn)	5%	5.2µM*	2%	x	37*	80*
COc1cccc(NC(=O)CCC(=O)NCc2ccco2)c1	-3%	u	4%	x	-1	-5
CCc1ccc(-n2c(Cn3nc(C(F)(F)F)cc3C)n[nH]c2=S)cc1	x	19%	1%	76%[activator]	-1	23
CCCC(=O)Oc1ccccc1C1SCc2cc(C)c(C)cc2CS1	-26%	u	-6%	17%	-4	-4
CCCc1[nH]nc2c1C1(C(=O)N(CC(N)=O)c3ccccc31)C(C(=O)OC)=C(N)O2 (stereo not drawn)	-3%	0%	4%	u	-3	-3
COc1ccc(C)cc1NC(=O)C(Sc1ccccc1)c1ccccc1 (stereo not drawn)	-3%	52%[activator]	-23%	u	-4	15
COc1ccc(C2CC(=O)Oc3c(C(CCN4CCOCC4)c4ccc5c(c4)OCO5)c(OC)cc(OC)c32)cc1 (stereo not drawn)	x	x	-12%	x	-7	-8
O=C(COC(=O)CCCNC(=O)c1ccc(Cl)cc1)Nc1cc(Cl)c(Cl)cc1Cl	-9%	0%	1%	19%	-2	-10
CCC(C)(C)C(=O)Nc1cccc(Cl)c1C	0%	u	3%	13%	-4	-1
COn1c(C)c(C(C)=O)c2c3nonc3ccc21	u	u	u	20%	4	-8
COC(=O)c1ccc(/C=N/n2c(C)nc3ccccc3c2=O)cc1	7%	-2%	-1%	36%[activator]	21*	41*
CCOC(=O)C1=C(C)Nc2ncnn2C1c1cccs1 (stereo not drawn)	-6%	u	-15%	0%	-1	-12
COc1ccc(C(=O)Nc2nc3ccccc3[nH]2)cc1S(=O)(=O)N1CCOCC1	-8%	-16%	u	-3%	18	9
CC(=O)c1cccc(NC(=O)CN(C)S(=O)(=O)c2ccc3c(c2)CCC(=O)N3)c1	-8%	u	13%	1%	-4	15
O=C(N/C(=C/c1cccnc1)C(=O)N1CCCCCC1)c1ccccc1	-5%	17%	1%	32%[activator]	-4	4
COC(=O)c1ccccc1N=Cc1c(O)[nH]c(=O)[nH]c1=O	8%	12%	2%	-18%	8	-6
O=C(COC(=O)c1ccc(O)cc1)NC1CCCCCC1	-7%	26%	x	8%	x	x
O=S(=O)(CCN1CCN(c2ccccc2O)CC1)c1cc(Cl)ccc1Cl	-19%	82%[activator]	x	-16%	x	x
CC(C)(O)C(=O)Nc1ccc([N+](=O)[O-])c(C(F)(F)F)c1	u	u	x	35%[activator]	x	x
CCCOC(=O)NC1C(NC(=O)OCCC)N(C)C(=O)N1C (stereo not drawn)	30%	-27%	6%	9%	-2	28
CCC(O)c1ccccc1 (stereo not drawn)	x	-10%	3%&5%	0%	-7&10	18&-3
COc1ccccc1N1CCN(CC(=O)c2c(C)[nH]c3ccccc23)CC1	-9%	24%	1%	u	-6	-6
O=C1CC(N2CCOCC2)C(=O)N1CCc1ccccc1 (stereo not drawn)	-7%	-3%	3%	0%	-1	-6
CCOc1cc(/C=C2/COc3ccccc3C2=O)ccc1OCC(=O)N(C)C	16%	u	-2%	1%	22	-6
O=C(CSc1ccc(-c2cccs2)nn1)NCc1ccccc1Cl	-30%	-46%	-5%	-2%	8	7
COc1cccc(C(=O)N2N=C(c3ccccn3)CC2(O)C(F)(F)F)c1 (stereo not drawn)	u	u	-5%	u	14	9
CCC(C)NS(=O)(=O)c1ccc(S(=O)(=O)N(CC(=O)Nc2ccccc2)Cc2ccco2)cc1 (stereo not drawn)	u	u	-1%	x	0	-16
CC(=O)NS(=O)(=O)c1ccc(N=NN2CCCCC2)cc1	19%	u	8%	14%	-2	-7
CCc1cccc(OCC(=O)N(C)CC(=O)Nc2cccc(F)c2)c1	1%	-4%	x	-9%	x	x
Cc1nc2ccc(NC(=O)N3CCCCC3)cc2nc1C	0%	-10%	-13%	0%	12	19
Cc1cccc(N2C(=O)CN(Cc3sccc3C)C2=S)c1	7%	-4%	1%	u	6	-5
Cc1sc2nc(CC(=O)N3CCCC3)[nH]c(=O)c2c1C	10%	25%	-13%	68%[activator]	8	-10
O=c1cc(CNc2cc(Cl)ccc2Cl)nc2sccn12	-11%	10%	-17%	22%	29*	28
O=C(CSc1ccc(F)cc1)Nc1ccc(N2CCOCC2)cc1	-14%	106%[activator]	0%	25%	27*	30
CC(C)(C)OC(=O)NCCCCCNC(=O)c1[nH]cnc1C(=O)Nc1nccs1	-1%	u	x	u	x	x
O=c1c2c(nc3cc(-c4cccc(Cl)c4)[nH]n13)CCC2	u	u	-29%	31%[activator]	23	52*
COc1ccc(CN2C(=O)CC(C(=O)NCCc3ccc(S(N)(=O)=O)cc3)SC2=Nc2ccccc2)cc1 (stereo not drawn)	-25%	x	4%	u	11	4
CCOc1ccc(NC(=O)[C@H](C)NC(=O)C2CC(=O)N(c3ccc(OC)cc3)C2)cc1 (stereo partly drawn)	-3%	u	x	12%	5	-4
CCOc1cc(/C=N\NC(=O)c2ccc(C)nc2)ccc1OC(=O)c1ccc(F)cc1	15%	3%	-11%	7%	-2	-9
COc1ccc(S(=O)(=O)NCc2cn3c(C)csc3n2)cc1F	u	-2%	1%	14%	-2	-9
Cc1cc(=O)oc2cc(OCC(=O)OCC(=O)Nc3ccc(C(N)=O)cc3)ccc12	12%	44%[activator]	4%	1%	3	33
O=C(CN1CCN(C(=O)c2ccc(-c3nc4ccccc4s3)o2)CC1)Nc1ccccc1Cl	11µM*	u	x	u	x	x
CCOC(=O)c1[nH]cnc1C(=O)N1CCC(C)CC1	7%	u	x	28%	x	x
Cc1ccc(/C=N/Nc2ccccn2)s1	5%	71%[activator]	-18%	94%[activator]	40*	102*
COc1ccccc1N1CCN(C(=O)CSc2nc(C)c(C)c(=O)[nH]2)CC1	-4%	u	-14%	-25%	3	11
O=C(CCc1ccc(O)c(O)c1)NNC(=S)NCCc1ccccc1	-1%	u	-25%	30%[activator]	12	18
